High-throughput results from PubChem BioAssay.
Rpn11 block: inhibitors of human proteasome Rpn11; 360,000 tested, 0.59% active; human 26S proteasome, Ub4-pepOG fluorescence polarization; 20S core pre-blocked with epoxomicin; calls only at 20 µM; AID 588493;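 active means inhibition at 20 µM, scaled to each plate's controls, above about 33%, limit read from the data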
FAS TE block: blocks the thioesterase domain of human fatty acid synthase; inhibition, % at 15 µM; P49327; recombinant FAS-TE, OMFH fluorogenic substrate, fluorescence endpoint; 360,000 tested, 0.67% active; AID 602261;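 active means compounds whose normalised, plate-corrected inhibition of enzyme fluorescence in the single-dose primary screen is 50% or more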;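 further: 0% = DMSO with enzyme and 100% = substrate without enzyme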
SKN-1 inh: inhibitors of C. elegans SKN-1; C. elegans VP596 Pgst-4::GFP/RFP ratio, acrylamide-induced, 24 h; inhibition, % at 21.8 µM; 360,000 tested, 0.49% active;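 active means interference check ratio from 0.5 to 1.5 plus GFP to RFP signal ratio inhibition reaching or exceeding a fixed threshold, cut at about 30% in these data, passing the limit was not always enough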; further: some compounds called inactive have numbers as strong as hits
MT1-MMP act inh: blocks activation of human MT1-MMP. P50281. HT1080 RFP-PRO-GFP cells, GFP/RFP ratio fluorescence, overnight; percent of plate control window, DMSO zero. GFP/RFP ratio change, % at 20 µM. 360,000 tested, 0.061% active;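 active means GFP/RFP ratio change of at least 30% with cell ATP level not reduced by more than half and red fluorescence within 50% of control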; further: strong numbers were not always called active
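Assay system: HT1080 cells carrying an RFP-PRO-GFP reporter | Dosing: Single dose of 20 µM compound, 1% DMSO final | Incubation: Cells overnight before dosing, compound overnight, 37 °C, 5% CO2 | Evaluation: GFP/RFP fluorescence ratio | Control set: DMSO and RFP-L50D-GFP cell wells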
CSN deneddyl inh: blocks human CSN-mediated cullin deneddylation. Q92905. Purified CSN, SCF-Nedd8-OG deneddylation, fluorescence polarization. inhibition, % at 12.5 µM. 360,000 tested, 0.38% active;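 active means pattern-corrected inhibition above about 35%, with an unprinted fluorescence ratio check between 0.5 and 1.5, limit read from the data, passing the limit was not always enough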;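 further: 0% = enzyme with substrate and 100% = substrate without enzyme; some results filed as inactive read as strong as hits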
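Assay system: purified human Csn5 enzyme expressed in HEK293T cells; Input: 0.24 nM Csn5 enzyme, final concentration; Reagent: 10 nM SCFSkp2-Nedd8OG; Compound dosing: 12.5 µM single point; Times: reaction 90 min, room temperature; Technique: fluorescence polarization readout.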
NadD block: blocks S. aureus nicotinate mononucleotide adenylyltransferase; inhibition, % at 20 µM; 360,000 tested, 0.78% active; purified NadD enzyme, colorimetric absorbance read-out; AID 602399; in the data active means inhibition above about 26%; further: some compounds past the cut are filed as inactive
Neddyl block: cullin neddylation inhibition; 360,000 tested, 0.58% active; calls only at 25 µM; AID 651699; P61081+Q13564; TR-FRET cullin neddylation, biochemical; in the data active means inhibition above about 36%
PABP1 MLLE inh: blocks PAM2 peptide binding to the PABP1 MLLE domain; GST-MLLE / FITC-PAM2 fluorescence polarization; inhibition, % at 20 µM; AID 588489; 360,000 tested, 0.36% active; in the data active means inhibition above about 35%, passing the limit was not always enough;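 further: plate controls were DMSO wells with GST-MLLE for no effect and wells lacking GST-MLLE protein for full effect; some results filed as inactive read as strong as hits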
Rin1-Abl PPI inh: blocks binding of human Rin1 to Abl | TR-FRET Rin1/Abl binding, biochemical | inhibition, % at 7.35 µM | 360,000 tested, 0.4% active; in the data active means inhibition above about 5%, passing the limit was not always enough
The depositor's hits bear a star; i = inactive; x = no result given; + = active, no number.

1. Cc1cccc2cc(/C=N/NC(=O)c3ccccc3O)c(Cl)nc12
2. CCc1sc(N(C(=O)Cc2ccccc2)c2ccccc2)nc1-c1ccccc1
3. Cn1c(=O)[nH]c(=O)c2c1nc(N1CCOCC1)n2CCSc1nnnn1-c1ccccc1
4. O=C1N[C@@H](c2ccccc2)COC(=O)[C@H](Cc2ccc(F)cc2)CC/C=C/C[C@@H]1CC(=O)N(CCO)Cc1ccccc1
5. Cc1ccc2nc(N(CCCN(C)C)C(=O)CS(=O)(=O)c3ccccc3)sc2c1
6. Cc1ccc(OCC(=O)N2CCN(C(=O)CCC3CCCC3)CC2)cc1
7. COc1ccc(OC)c(N(CC(=O)NCc2ccncc2)S(C)(=O)=O)c1
8. CCCS(=O)(=O)N1CCN(C2Cc3ccccc3C2)CC1

assay / entry,1,2,3,4,5,6,7,8
Rpn11 block,i,i,i,i,i,i,i,i
FAS TE block,8,23,-3,13,-1,0,-7,-3
SKN-1 inh,-7,8,4,3,-8,17,-15,5
MT1-MMP act inh,2,-8,-2,-7,1,4,-2,-1
CSN deneddyl inh,25,-1,2,-2,-4,1,0,-4
NadD block,27,4,4,-7,-8,-1,-4,-5
Neddyl block,i,i,i,i,i,i,i,i
PABP1 MLLE inh,-9,-11,7,-3,1,-3,12,-4
Rin1-Abl PPI inh,0,3,1,2,-1,0,2,-1

Entries listed so far containing a carbonyl joined to an NH by a bond outside any ring, in the order listed:
1. Cc1cccc2cc(/C=N/NC(=O)c3ccccc3O)c(Cl)nc12
7. COc1ccc(OC)c(N(CC(=O)NCc2ccncc2)S(C)(=O)=O)c1

assay / entry,1,7
Rpn11 block,i,i
FAS TE block,8,-7
SKN-1 inh,-7,-15
MT1-MMP act inh,2,-2
CSN deneddyl inh,25,0
NadD block,27,-4
Neddyl block,i,i
PABP1 MLLE inh,-9,12
Rin1-Abl PPI inh,0,2

Next results.
9. COC(=O)C1=C(C)N(Cc2ccccc2)C(=NCc2cc(OC)c(OC)c(OC)c2)N[C@H]1c1cccc(F)c1
10. C[C@]12c3[nH]c4ccc(Cl)cc4c3CCN1C(=O)[C@@H](CC(=O)NCC13CC4CC(CC(C4)C1)C3)C[C@@H]2C(=O)N1CCOCC1
11. CCCN1CCN(CCCNC(=O)Cn2nc(C)n3c(cc4cc(F)ccc43)c2=O)CC1
12. CCC(=O)Nc1cc(C(C)(C)C)ccc1C(C)=O
13. O=C(Nc1ccc2c(c1)CCC2)c1cc(=O)[nH]c2ccccc12
14. COc1ccc(N(CC(=O)NC2CCCC2)C(=O)CS(=O)CC(=O)Nc2ccc3c(c2)OCO3)cc1 (configuration not stated)
15. O=S(=O)(c1cnc(Cl)c(Br)c1)N1CCN(c2ncccn2)CC1
16. CSc1ccc(S(=O)(=O)Nc2ccc(OCC(=O)N3CCOCC3)cc2)cc1

assay / entry,9,10,11,12,13,14,15,16
Rpn11 block,i,i,i,i,i,i,i,i
FAS TE block,-10,24,-2,2,0,-2,-4,-7
SKN-1 inh,-1,-7,15,0,1,6,-6,0
MT1-MMP act inh,0,-15,0,4,9,3,-2,0
CSN deneddyl inh,0,3,-1,-8,-1,-3,-1,6
NadD block,-3,-5,5,4,-2,0,0,0
Neddyl block,i,i,i,i,i,i,i,i
PABP1 MLLE inh,-54,-3,-3,2,8,10,6,14
Rin1-Abl PPI inh,4,2,-6,0,-4,-1,-3,1

17. O=c1c2ccccc2c(/C=N/n2cnnc2)c(O)n1-c1ccccc1
18. CSc1nc2sc3c(c2c(=O)[nH]1)CC(C)(C)OC3
19. CCCCn1c(N)c(N(CCC(C)C)C(=O)COC(=O)Cc2ccc(Cl)cc2)c(=O)[nH]c1=O
20. O=c1[nH]c(C(F)(F)F)nc2ccccc12
21. CCn1cc(/C=C/C(=O)Nc2ccc(C)cc2Br)cn1
22. Clc1ccc(-c2ccnc(Oc3ccc4ccccc4c3)n2)cc1
23. COc1ccc(N(C(=O)COc2ccccc2OC)S(=O)(=O)c2ccc(C)cc2)cc1
24. COC(=O)C1=C(C)Nc2c(c(=O)n(C)c(=O)n2C)C1c1cccc(O)c1 (configuration not stated)

assay / entry,17,18,19,20,21,22,23,24
Rpn11 block,i,i,i,i,i,i,i,i
FAS TE block,-10,0,-28,-8,-3,-2,34,-6
SKN-1 inh,5,3,16,8,4,2,1,-5
MT1-MMP act inh,-5,2,-11,-3,0,3,-2,6
CSN deneddyl inh,6,3,-2,-1,0,-3,2,0
NadD block,11,3,5,1,-1,-4,1,0
Neddyl block,i,i,i,i,i,i,i,i
PABP1 MLLE inh,-3,-9,0,10,8,9,6,4
Rin1-Abl PPI inh,4,0,-1,-3,3,2,-3,-2

25. COc1ccc(C(=O)N2CCCCC2c2cc(C(=O)NCc3ccc(F)cc3)no2)cc1 (configuration not stated)
26. CC1(C)CC(=O)C/C(=N\NC(=O)C2CC23CCC3)C1 (configuration not stated)
27. Cc1c(O)ccc(-c2n[nH]c(C(=O)O)c2-c2nc3ccccc3s2)c1O
28. COc1ccnc(Oc2ccc(F)cc2)c1-c1ncn[nH]1
29. COc1ccccc1N1CCN(C(=O)c2cn(Cc3ccccc3)nc2-c2cccnc2)CC1
30. CN(C)S(=O)(=O)N1CCC(Oc2ccc(C(=O)N3CCCCCC3)cc2)CC1
31. CC(NS(=O)(=O)CCNC(=O)c1ccccc1)c1ccccc1 (configuration not stated)
32. CCOc1ccccc1N1CCN(C(=O)CC(C)C)CC1

assay / entry,25,26,27,28,29,30,31,32
Rpn11 block,i,i,i,i,i,i,i,i
FAS TE block,5,-2,-8,-6,-2,-7,-4,-8
SKN-1 inh,-4,0,3,-1,-11,10,8,-10
MT1-MMP act inh,4,-2,-4,3,-1,-9,4,4
CSN deneddyl inh,-5,-3,1,-1,2,-1,0,1
NadD block,-1,7,-3,4,1,-6,-2,-2
Neddyl block,i,i,i,i,i,i,i,i
PABP1 MLLE inh,9,17,7,-12,7,5,19,14
Rin1-Abl PPI inh,2,0,2,1,4,2,3,4

Another view of part of the listing above:
Order of results – Rpn11 block, FAS TE block, SKN-1 inh, MT1-MMP act inh, CSN deneddyl inh, NadD block, Neddyl block, PABP1 MLLE inh, Rin1-Abl PPI inh
28) COc1ccnc(Oc2ccc(F)cc2)c1-c1ncn[nH]1
    i, -6, -1, 3, -1, 4, i, -12, 1
29) COc1ccccc1N1CCN(C(=O)c2cn(Cc3ccccc3)nc2-c2cccnc2)CC1
    i, -2, -11, -1, 2, 1, i, 7, 4

3 entries from above, with two lines to a compound:
Fields – Rpn11 block | FAS TE block | SKN-1 inh | MT1-MMP act inh | CSN deneddyl inh | NadD block | Neddyl block | PABP1 MLLE inh | Rin1-Abl PPI inh
25. COc1ccc(C(=O)N2CCCCC2c2cc(C(=O)NCc3ccc(F)cc3)no2)cc1 (configuration not stated)
    i | 5 | -4 | 4 | -5 | -1 | i | 9 | 2
26. CC1(C)CC(=O)C/C(=N\NC(=O)C2CC23CCC3)C1 (configuration not stated)
    i | -2 | 0 | -2 | -3 | 7 | i | 17 | 0
27. Cc1c(O)ccc(-c2n[nH]c(C(=O)O)c2-c2nc3ccccc3s2)c1O
    i | -8 | 3 | -4 | 1 | -3 | i | 7 | 2

Next section
33. CCC(C)N1C(=O)CCC1C(=O)O (configuration not stated)
34. Cc1cccc(/C=N/NC(=O)CC(=O)NCCc2ccccc2)c1
35. COc1ccc(N2CCN(C(=O)c3cc(=O)c4cc(C)cc(C)c4o3)CC2)cc1
36. Cc1nc2ccccc2nc(C)c1=NOCC(=O)N(c1ccccc1)C(C)C
37. CC(=O)c1cc(C(=O)Nc2ccc3ccccc3c2)c(C)o1
38. CC1CC(C)CN(CCCNC(=O)CCC(=O)N2CC(C)Oc3ccccc32)C1 (configuration not stated)
39. Cc1ccccc1NC(=O)c1ccc(Cl)c(NC(=O)c2ccncc2)c1
40. COC(=O)c1ccccc1S(=O)(=O)Nc1ccc2cn[nH]c2c1

assay / entry,33,34,35,36,37,38,39,40
Rpn11 block,i,i,i,i,i,i,i,i
FAS TE block,-6,1,13,3,-1,-5,-7,-7
SKN-1 inh,-2,-10,2,-9,-16,20,5,-8
MT1-MMP act inh,6,5,0,1,4,-1,9,-2
CSN deneddyl inh,-3,1,-9,9,3,0,7,-6
NadD block,0,-4,2,1,-7,-5,3,3
Neddyl block,i,i,i,i,i,i,i,i
PABP1 MLLE inh,-4,-2,1,-6,5,0,4,2
Rin1-Abl PPI inh,-4,-1,-1,1,5,1,1,0

41. CN1CCc2cccc3c2C1Cc1ccc(O)c(O)c1-3 (configuration not stated)
42. CN1CCN(C(=O)c2ccc(COc3ccc(Cl)cc3Cl)cc2)CC1
43. COc1ccc(-c2cnc(C(N)=O)c(=O)[nH]2)cc1
44. COC(=O)[C@@H]1CCCN1C(=O)[C@@H](NC(=O)OC(C)(C)C)C(C)C
45. COc1ccc(-c2ocnc2C(=O)N2CCN(C(=O)C(c3ccccc3)c3ccccc3)CC2)cc1
46. Cc1ccc(CN2C(=O)C(C)Nc3ncnc(N4CCN(c5ccccn5)CC4)c32)cc1 (configuration not stated)
47. COC(=O)C1CCN(c2nc3ccccc3nc2C(C#N)C(=O)OCC(C)C)CC1 (configuration not stated)
48. CN(C)C(=O)[C@H]1C[C@H]1[C@@H](O)[C@H](CO)NC(=O)[C@H](Cc1ccccc1)NC(=O)OC(C)(C)C

assay / entry,41,42,43,44,45,46,47,48
Rpn11 block,i,i,i,i,i,i,i,i
FAS TE block,-3,0,-6,-7,2,1,27,-14
SKN-1 inh,-15,11,10,4,10,4,-1,24
MT1-MMP act inh,3,-1,-9,0,-3,-1,-42,2
CSN deneddyl inh,-7,1,0,3,1,8,2,2
NadD block,3,-4,2,-3,12,10,0,3
Neddyl block,i,i,x,i,i,i,+,i
PABP1 MLLE inh,1,-13,-1,-3,8,-23,-14,2
Rin1-Abl PPI inh,4,0,0,-1,1,5,-2,3

Single values from the list:
#14 | SKN-1 inh = 6
#38 | Rin1-Abl PPI inh = 1

More results follow:
49. O=C(COC(=O)C(O)c1ccccc1)c1ccc2c(c1)OCCO2 (configuration not stated)
50. COc1ccccc1N(CC(=O)NCCN1CCOCC1)S(=O)(=O)c1ccccc1
51. Cc1[nH]n(-c2ccccc2)c(=O)c1C=NC1CCCCC1
52. O=C(CCCCn1c(=O)[nH]c2ccccc2c1=O)N1CCN(c2cccc(C(F)(F)F)c2)CC1
53. O=C(Nc1ccc2c(c1)S(=O)(=O)N=C1CCCCCN12)c1ccccc1Cl
54. CSc1nc2nc3c(cc2c(=O)n1-c1ccc(C)cc1)COC(C)(C)C3
55. CCN(CC(=O)Nc1c(F)cccc1F)C(=O)c1ccc(S(=O)(=O)N2CCCC2)cc1
56. COc1ccc(NCC(=O)N/N=C/c2c(C)nn(Cc3ccccc3)c2Cl)cc1
57. CCc1ccc(NC(=O)c2cnn3ccccc23)cc1
58. CC1(C)Cc2c(sc(NC(=O)c3ccc(Br)o3)c2C#N)CO1

assay / entry,49,50,51,52,53,54,55,56,57,58
Rpn11 block,i,i,i,i,i,i,i,i,i,i
FAS TE block,-3,-3,-5,14,-1,-9,-4,-7,0,-8
SKN-1 inh,2,1,1,1,8,-16,23,10,14,8
MT1-MMP act inh,0,-2,-1,2,1,-3,1,4,-2,2
CSN deneddyl inh,1,2,-2,3,2,0,-1,-16,0,-5
NadD block,-9,-4,-4,-6,-6,2,6,6,-3,-4
Neddyl block,i,i,i,i,i,i,i,i,i,i
PABP1 MLLE inh,3,-10,-20,0,-17,-7,5,8,-2,-8
Rin1-Abl PPI inh,-3,0,1,4,1,0,-3,-4,1,1

Compounds were not picked by outcome. About 3.9% of those tested had a hit in this group.
